# Screening data: PubChem, ICCB-Longwood Screening Facility, Harvard Medical School
# Polio RdRp inh – inhibitors of poliovirus RNA polymerase binding and polymerization; actives 0.66% (n = 150,000); % elongation, % (compound at 16.7 µg/mL); poliovirus polymerase elongation, fluorescence polarization; hits give low values; P03300; AID 588519; in the data active means % elongation below about 90%; further: some results filed as inactive read as strong as hits
# Target sequence (P03300 1749-2209 limits assumed): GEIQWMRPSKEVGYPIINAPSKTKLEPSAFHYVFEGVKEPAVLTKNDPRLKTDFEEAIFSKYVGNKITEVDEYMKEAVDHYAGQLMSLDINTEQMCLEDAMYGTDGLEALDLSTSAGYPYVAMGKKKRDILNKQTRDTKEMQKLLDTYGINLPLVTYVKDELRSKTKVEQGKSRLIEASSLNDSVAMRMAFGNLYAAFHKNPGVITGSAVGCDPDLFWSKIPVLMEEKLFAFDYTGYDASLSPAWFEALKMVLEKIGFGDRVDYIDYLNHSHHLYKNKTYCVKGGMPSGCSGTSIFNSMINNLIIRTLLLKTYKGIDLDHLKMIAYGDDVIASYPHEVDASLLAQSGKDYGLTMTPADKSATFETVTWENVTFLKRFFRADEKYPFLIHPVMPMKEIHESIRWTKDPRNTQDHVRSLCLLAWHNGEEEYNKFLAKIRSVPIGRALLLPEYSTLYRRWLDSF
# Polio RdRp inh FP z-score – also measured in Polio RdRp inh; calls as there; z-score; measured here: FP z-score; hits read low
# Starred values were filed as active, the others as inactive; & = joins results of further samples.
# The opening seven compounds as a preview:
molecule	Polio RdRp inh FP z-score	Polio RdRp inh
CN1C(=O)/C(=C/C=C2\SCCN2C)OC1=S	2.6	115
CC(C(=O)N(C(C)C)C(C)C)N1CCN(C)CC1 (stereo unspecified)	-0.4	101
Cc1cccc(COC(=O)Nc2ccc(N3CCCCC3)cc2)c1	0	100
Cc1ccc2c(c1)-c1nc(-c3ccc4c(c3)NC(=O)CO4)cc(-c3ccc(F)cc3)c1CO2	1.6	110
CCN(c1ccccc1)S(=O)(=O)c1ccc(NCc2cccnc2)nc1	-0.1	100
O=c1cnnc(SCc2ccccc2)[nH]1	-0.5	100
O=c1[nH]n(-c2ccccc2)c(=O)n1Cc1ccccc1F	-0.7	96

# The listing, from the start:
molecule	Polio RdRp inh FP z-score	Polio RdRp inh
CN1C(=O)/C(=C/C=C2\SCCN2C)OC1=S	2.6	115
CC(C(=O)N(C(C)C)C(C)C)N1CCN(C)CC1 (stereo unspecified)	-0.4	101
Cc1cccc(COC(=O)Nc2ccc(N3CCCCC3)cc2)c1	0	100
Cc1ccc2c(c1)-c1nc(-c3ccc4c(c3)NC(=O)CO4)cc(-c3ccc(F)cc3)c1CO2	1.6	110
CCN(c1ccccc1)S(=O)(=O)c1ccc(NCc2cccnc2)nc1	-0.1	100
O=c1cnnc(SCc2ccccc2)[nH]1	-0.5	100
O=c1[nH]n(-c2ccccc2)c(=O)n1Cc1ccccc1F	-0.7	96
Fc1ccc(Sc2c(F)c(F)nc(N3CCNCC3)c2F)cc1	-0.5	97
O=Cc1c2[nH]c3ccccc3c2cc2[nH]c3ccccc3c12	-4.4&-1.3	89&95
O=C(c1ccc(CS(=O)c2ccccc2Cl)o1)N1CCN(c2cccc(C(F)(F)F)c2)CC1 (stereo unspecified)	-0.3	105

# Quoted at random: four compounds from above.
molecule	Polio RdRp inh FP z-score	Polio RdRp inh
CC(C(=O)N(C(C)C)C(C)C)N1CCN(C)CC1 (stereo unspecified)	-0.4	101
O=C(c1ccc(CS(=O)c2ccccc2Cl)o1)N1CCN(c2cccc(C(F)(F)F)c2)CC1 (stereo unspecified)	-0.3	105
CN1C(=O)/C(=C/C=C2\SCCN2C)OC1=S	2.6	115
O=c1cnnc(SCc2ccccc2)[nH]1	-0.5	100

# Remaining list, next part
molecule	Polio RdRp inh FP z-score	Polio RdRp inh
Cc1ccc2c(CC(=O)N(Cc3nnc(-c4ccccc4)o3)C(C)C)coc2c1	-0.2	102
CN1CCN(C(=S)c2cccc(OCc3ccccc3)c2)CC1	-0.2	101
CCOC(=O)C1CCN(c2cc3c(cc2NC(=O)c2ccccc2Cl)n(C)c(=O)n3C)CC1	-0.2	104
C=CCn1c(C)cc(C(=O)CSc2nnc(N)s2)c1C	-0.8	99
Clc1ccc(C2Oc3ccccc3C3CC(c4ccco4)=NN32)cc1 (stereo unspecified)	0.8	103
CCNS(=O)(=O)c1ccc(CCC(=O)Nc2ccc(C(=O)OC)cc2)cc1	-0.5	100
CCC(C)(C)c1ccc(OC2CSC2)cc1	0.3	106
Cc1ccc(S(=O)(=O)Nc2cc3c(cc2Cl)n(C)c(=O)c(=O)n3C)cc1	-0.3	104
Cc1ccc(C2=NN(C(=O)c3ccc(Br)o3)C(c3ccc(C)cc3)C2)cc1 (stereo unspecified)	0.4	103
COC(=O)c1cc(N2C(=O)C3C4C=CC(C)(O4)C3C2=O)ccc1Cl (stereo unspecified)	0.8	104
NC(=O)c1ccccc1NC(=O)c1c(Cl)nc2sccn12	-0.6	101
Cc1ccc(C)c(C(C)c2ccc(C)nc2)c1 (stereo unspecified)	-1	98
CCC(Sc1nc2cc(OC)c(OC)cc2c(=O)n1Cc1ccc(Cl)cc1)C(=O)NCCOC (stereo unspecified)	0.8	109
Clc1ccc(-c2ccc(CNCCSc3nnnn3-c3ccccc3)o2)cc1	0.7	110
CC(C)(C)c1cc(C(c2ccccn2)N2CCCC2)cc(C(C)(C)C)c1O (stereo unspecified)	-0.5	99
CN1C2=C(C#N)C(=O)CN2c2ccccc21	0.1	102
CC(=O)Nc1ccc2oc(=O)ccc2c1	0.4	104
Cc1c(CCNC(NC(=O)c2ccc(Cl)cc2)(C(F)(F)F)C(F)(F)F)c2ccccc2n1C	-0.5	101
CCN1CC=C(c2c[nH]c3ccccc23)CC1	-0.5	102
Cc1nc2c(C(=O)NCCc3ccccc3)c[nH]n2c(=O)c1Cc1ccccc1F	0.6	107
c1cnc2c(CN3CCCC3)cccc2c1	0.3	103
S=c1nc(Cc2ccc(Cl)cc2)[nH][nH]1	-0.8	93
CCc1ccc(N2C(=O)CC(c3cc(OC)ccc3OC)C3=C2COC3=O)cc1 (stereo unspecified)	0.1	104
COc1ccccc1C(=O)n1nc(-c2cccnc2)nc1NCc1ccccc1	0.2	108
Cc1ccc(-c2nc(-c3cc4c([nH]c3=O)CC(C)(C)CC4=O)sc2C)cc1	2	113
CC1SC2(OC1=O)C1CC3CC(C1)CC2C3 (stereo unspecified)	-0.1	102
Cc1nnc2sc(SCc3ccccc3)nn2c1=O	-0.1	102
Cc1ccc(NC(=O)C2CCCN(S(=O)(=O)c3ccc4[nH]c(=O)ccc4c3)C2)nc1 (stereo unspecified)	-0.2	101
CN1N=C(c2ccccc2)CC1=O	-0.7	100
O=c1c2sc3ccccc3c2n(Cc2ccccc2F)c(=O)n1-c1ccccc1Cl	-0.3	103
CCCN(c1ccccc1F)S(=O)(=O)c1cc(-c2cc(C)no2)ccc1C	0.9	111
Oc1c(C(c2ccc(Cl)cc2Cl)N2CCCC2)sc2nc(-c3ccco3)nn12 (stereo unspecified)	-0.7	102
CCN(CC)CCCNc1ncnc2sc3c(c12)CC(C)CC3 (stereo unspecified)	0.3	106
CCn1cc(C(=O)N(C)Cc2ccccc2)c(=O)c2cc(S(=O)(=O)N3CCCCC3)ccc21	0.3	106
CC(C)(C)NC(=O)Cc1n[nH]c(=O)c2ccccc12	0.7	107
Nc1ccc(Cn2ccnc2)cc1	-0.1	101
CCC1CN(C(=O)N2CCC(C(=O)NCCc3cc(OC)ccc3OC)CC2)c2ccccc2O1 (stereo unspecified)	-1	101
CCOc1ccccc1NC(=O)CCn1cnnn1	-0.3&-0.4	101&101
COc1c2ccoc2nc2c(OC)c(OC[C@H](O)C(C)(C)O)ccc12	-0.6	97
CNS(=O)(=O)c1cn(CC(=O)Nc2ccc(F)cc2F)cc1S(=O)(=O)NC	-0.9	100
CCOc1ccccc1N(CC)C(=O)Cn1ncc2c(=O)oc3ccccc3c21	0.1	101
COc1ccc2oc(-c3ccc(NC(=O)c4ccc(Cl)cc4Cl)cc3)nc2c1	0.4	106
CC(C)NC(=O)c1ccc(CSc2nc3ccncc3n2Cc2cccc(F)c2)cc1	0.1	109
Cc1c(C(N)=O)nnn1-c1ccc(Br)cc1	0.4	114
COc1cccc2cc(-c3nc4sc5c(c4c(=O)[nH]3)CCC(C(C)(C)C)C5)c(=O)oc12 (stereo unspecified)	-1.2	100
CCC(Oc1ccccc1)C(=O)Nc1cc(-c2cccc(C)c2)nn1-c1ccccc1 (stereo unspecified)	1.4	113
C[C@H]1O[C@@H](O[C@H]2[C@@H](O)C[C@H](O[C@H]3[C@@H](O)C[C@H](O[C@H]4CC[C@]5(C)C6C[C@@H](O)[C@]7(C)[C@@H](C8=CC(=O)OC8)CC[C@]7(O)C6CC[C@@H]5C4)O[C@@H]3C)O[C@@H]2C)C[C@H](O)[C@@H]1O (stereo partly specified)	0.1	100
COc1cccc(NC(=O)c2cc3cc4c5c(c3oc2=N)CCCN5CCC4)c1	-7.5	81
COc1ccc(C2(CNS(=O)(=O)c3ccc(C)cc3)CCOCC2)cc1	-0.1	103
CC1Cc2ccccc2N1C(=O)CCS(=O)(=O)c1cc2c(cc1Cl)NC(=O)CO2 (stereo unspecified)	-1.6	99

# Other records.
molecule	Polio RdRp inh FP z-score	Polio RdRp inh
COCc1c(C(=O)N2CCN(CCOc3ccccc3)CC2)oc2ccccc12	0.1	103
Cc1cc(C)nc(-n2nc(C)c3c2NC(=O)CC3c2ccccc2OC(C)C)n1 (stereo unspecified)	0.2	107
O=C1CCc2ccccc2N1	-0.7	99
CCN(C(=O)c1cc2c(=O)oc3ccccc3c2s1)c1ccc(C)c(C)c1	0	104
COc1ccc(C(=O)COC(=O)c2cccc(NC(=O)c3ccc(OC)c(OC)c3)c2)cc1	0.8	107
CC(c1ccccc1)N1CCC(CN)C1 (stereo unspecified)	0.4	101
O=C(NCC1CCCO1)c1cnn2c(C(F)(F)F)cc(-c3ccccc3)nc12 (stereo unspecified)	0.6	102
CCC(C)(C)NC(=O)Cc1cccs1	-0.2	100
CCN(CC)C(=O)Oc1nc(-c2ccccn2)nc(COC)c1CC1CC1	-0.4	100
CCOC(=O)c1nc(NC2CCN(Cc3ccccc3)CC2)c2ccccc2n1	0.5	102
COc1ccc(NC(=O)C(CC(C)C)NC(=O)C2CCCCC2)cc1 (stereo unspecified)	0	105
O=S(=O)(NCCc1ccccc1)c1ccc(S(=O)(=O)N2CCCCC2)cc1	1.1	105
Cc1cc(NC(=O)c2ccc(Br)o2)nc2c1c(=O)oc1ccccc12	-1.2	99
COC(=O)c1c(O)cc(=O)n2c1CCCCC2	0.2	104
COc1ccc(CCCC(=O)NN=Cc2ccco2)cc1	0.2	103
Clc1cccc(N2CCN(c3nnc4n3CCCCC4)CC2)c1	0.7	102
Oc1ccccc1-c1nc(-c2cccs2)c(-c2cccs2)[nH]1	2.1	115
CCC(=O)Nc1ccc(C(=O)OCC(=O)C(C)(C)C)cc1	-0.1	100
CCN1C[C@]2(OC(=O)c3ccccc3NC(C)=O)CC[C@H](OC)[C@@]34C2C[C@@H]([C@@H]13)[C@@]1(O)C[C@H](OC)[C@H]2CC4[C@]1(O)[C@H]2OC (stereo partly specified)	0.1	100
O=C(O)CSc1ncnc2ccccc12	0.2	105
N#CC1=CN(Cc2ccccc2)C=C(C=Nc2ccccc2)C1	1.3	116
COc1ccc(CNC(=O)Cn2ncc3c(=O)oc4ccccc4c32)c(OC)c1	0.1	108
Cc1cc(C)cc(NC(=O)CCCn2c(=O)c3cccn3c3cccnc32)c1	0.3	103
O=C(NCc1ccncc1)C1c2ccccc2Oc2ccccc21	-0.7	98
COc1ccc(-n2c(C)nc3cc(C(=O)O)ccc32)cc1	0.8	103
CCCCNC(=O)Cn1c(-c2ccc(C)cc2)noc1=O	0	102
CCCNC(=O)c1cc(S(=O)(=O)N2CCCCC2)c[nH]1	-1.4	99
C=C1c2cc(C)cc(C)c2NC(=O)N1CC	-0.4	99
COc1ccccc1OCC(=O)NCCCn1ccnc1	0.6	104
O=C(Oc1ccccc1)c1ccc(-n2cnnn2)cc1	-0.9	100
CCCCSc1nnc2c(n1)OC(c1ccc(C)s1)Nc1ccccc1-2 (stereo unspecified)	1	111
COc1ccc(C(C)(C)C)cc1NC(=O)c1ccoc1C	-0.1	99
CCn1c(C)c(C)c2cc(C(=O)NCC(C)c3ccccc3)ccc21 (stereo unspecified)	1.6	114
CCN(C(=O)CSc1nc2ccccc2n1CC(=O)Nc1ccccc1C)c1ccccc1	0.3	107
Nc1cc(C(=O)O)ccc1NCC1CCCO1 (stereo unspecified)	-1.1	96
O=C1c2ccccc2C(=O)N1c1cccc(-c2csc(=Nc3ccccc3)n2CCO)c1	0.2	103
COc1cccc(CNC(=O)c2ccc3c(Cl)c4c(nc3c2)CCCC4)c1	0	103
Cc1ccc(S(=O)(=O)c2nc(S(=O)(=O)C3CCCCC3)sc2N(C)C)cc1	0.5	104
COc1ccc2c(c1)C(C(C#N)C#N)c1c(nc(N)c(C#N)c1N)O2 (stereo unspecified)	-1.2	96
COc1ccccc1CNC(=O)CCn1c(=O)c2ccccc2n(CC(=O)Nc2ccc(C)cc2)c1=O	-1.7	100
COCC(C)n1c(C)cc(C(=O)COC(=O)c2ccc(N3CCCC3=O)cc2)c1C (stereo unspecified)	0.3	103
Cc1c2cnn(CC(=O)N3CCCCC3)c(=O)c2c(C)n1Cc1ccc(Cl)cc1	-0.7	103
CC1CCCN(S(=O)(=O)c2ccc3c(c2)CCN3C(=O)CCC(=O)O)C1 (stereo unspecified)	1	111
COC(=O)c1c(NC(=O)C(C)C)sc2c1CCC2	-0.4	100
COc1cc(C)ccc1OCCSc1nc2ccc(NC(=O)c3ccco3)cc2s1	0.2	108
Cc1ccc(S(=O)(=O)Nc2cccc(-c3ccc(N4CCC(C)CC4)nn3)c2)s1	0.2	107
CCOc1ccc(NC(=O)CSc2nc3ccsc3c(=O)n2C(C)CC)cc1 (stereo unspecified)	-1.2	100
COC(=O)CCn1c(=O)c2cccn2c2cccnc21	0.2	102
Cc1cc(N/C(=N\S(=O)(=O)c2ccc(F)cc2F)c2ccccc2)no1	0.7	107
Cc1ccc2n1CCNC2C(C)C (stereo unspecified)	-0.2	101

# The listing continues.
molecule	Polio RdRp inh FP z-score	Polio RdRp inh
COc1ccc(-n2cc(-c3ccc(OC)c(OC)c3)[nH]c2=O)cc1	0.9	105
CCOC(=O)CSc1nc2c(sc(=S)n2-c2ccccc2C)c(=O)n1-c1ccc(F)cc1	0.8	104
CCCCN=c1scc(-c2ccco2)n1/N=C/c1c[nH]c2ccccc12	0	103
Cc1ccc(NC(=O)Cn2c(=O)n(-c3ccc(C)cc3)c(=O)c3ccc(C(=O)NCc4ccccc4Cl)cc32)cc1	-0.5	100
COc1ccc(-n2nnc(-c3nsc(NC(=O)c4cccc(C)c4)n3)c2C)cc1OC	-0.1	106
CNS(=O)(=O)c1ccc(C)c(-c2nnc3c4ccccc4c(C)nn23)c1	0.3	102
CC(=O)Nc1nc2c(c(-c3ccccc3)c1C#N)CCCCC2	0.3	103
Cc1c(Cl)c(C(F)(F)F)nn1CCCNC(=O)C1CCCC1	-0.1	99

# Only part of the results is shown (hit frequency here may not be typical).
